Screens: PubChem BioAssay, National Center for Advancing Translational Sciences (NCATS)
DT40 TDP1 CPT: qHTS for Inhibitors of human tyrosyl-DNA phosphodiesterase 1 (TDP1): qHTS in cells in presence of CPT; Potency, µM (doses to about 46.2 µM), for inactives: top-dose activity change, negative = growth inhibition, most hits filed as inhibitors; chicken DT40 Tdp1-/-;hTDP1 cells + 20 nM CPT, ATP luminescence, 48 h; 420,000 tested, 12% active; AID 686979, 2013; further: nearly all actives have a fitted effect of over 55% in size
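Chicken DT40 Tdp1-/- cells stably complemented with human TDP1 were seeded at 400 cells/well in medium containing 20 nM camptothecin, exposed to pin-transferred compounds, and grown at 37 °C for at least 48 hr. Viability was read as ATP luminescence.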
TDP1 inh: qHTS Assay for Inhibitors of Tyrosyl-DNA Phosphodiesterase (TDP1) | Potency, µM (doses to about 130 µM), without a hit: at the highest dose activity change, negative = inhibition, actives largely listed as inhibitors | Tyrosyl-DNA phosphodiesterase 1 (Homo sapiens), Q9NUW8 | recombinant TDP1, AlphaScreen DNA substrate cleavage | AID 485290, 2010 | 350,000 tested, 0.28% active; further: nearly all actives have a fitted effect of over 40% in size
Target sequence (Q9NUW8 whole entry, looked up): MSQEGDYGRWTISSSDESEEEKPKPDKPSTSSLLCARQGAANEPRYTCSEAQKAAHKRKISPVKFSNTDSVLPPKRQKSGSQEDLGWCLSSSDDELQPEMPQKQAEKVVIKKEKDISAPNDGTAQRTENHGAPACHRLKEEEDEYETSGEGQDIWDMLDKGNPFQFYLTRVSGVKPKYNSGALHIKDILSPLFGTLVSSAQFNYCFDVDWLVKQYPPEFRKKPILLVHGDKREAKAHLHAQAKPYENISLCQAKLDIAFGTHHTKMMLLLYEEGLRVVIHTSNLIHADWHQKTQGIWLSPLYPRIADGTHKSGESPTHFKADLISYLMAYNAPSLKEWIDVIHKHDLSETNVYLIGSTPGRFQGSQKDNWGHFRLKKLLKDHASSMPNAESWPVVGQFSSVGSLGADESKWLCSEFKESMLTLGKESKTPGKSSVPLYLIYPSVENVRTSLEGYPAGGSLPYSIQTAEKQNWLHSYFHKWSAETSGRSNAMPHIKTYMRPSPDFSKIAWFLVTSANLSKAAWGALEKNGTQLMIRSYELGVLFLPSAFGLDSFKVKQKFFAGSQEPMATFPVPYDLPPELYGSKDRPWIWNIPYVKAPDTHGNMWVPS
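Compounds were preincubated with Tdp1 (1 nM final) for 15 min at room temperature before substrate (15 nM final) started a 5 min reaction; beads (10 ug/ml final) were then added for 10 min before AlphaScreen detection.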
DT40 TDP1 no CPT: qHTS for Inhibitors of human tyrosyl-DNA phosphodiesterase 1 (TDP1): qHTS in cells in absence of CPT; DT40 Tdp1-/- hTDP1 cells, no CPT, ATP luminescence, 48 h; Potency, µM (series often up to 46.2 µM), for the others: at the highest dose activity change, negative = growth inhibition, usual class: inhibitors; 420,000 tested, 15% active; AID 686978, 2013; further: nearly all actives have a fitted effect of over 55% in size
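No-CPT arm: Tdp1-/-;hTDP1 DT40 cells (400/well) plus compounds, incubated ≥48 hr at 37 °C. Readout CellTiter-Glo luminescence.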
* marks the source's active call; other numbers are inactive results; ? = inconclusive; nt = no result given; & = joins results of further samples; [ ] = another dose, or the depositor's remark. The call rests on the fitted dose curve; in most records, active means well fitted curve in the direction sought with a large enough effect; inconclusive means small, poorly fitted or top-dose-only effect, or another doubt; inactive means no such curve, though single readings can be large; an effect the other way counts as inactive or inconclusive. On the % scale 0 is the no-effect control and ±100 the full control effect; potency means the concentration at half of the fitted maximal effect.

cpd	Molecule	DT40 TDP1 CPT	TDP1 inh	DT40 TDP1 no CPT
1	C#CCN(C[C@H]1[C@H](OC(=O)NC2CC2)[C@H](OC(=O)NC2CC2)C[C@@H](C(=O)OC)[C@H]1C(=O)OC)S(=O)(=O)c1ccc(C)cc1	-28%	nt	?
2	CC[C@]12c3[nH]c4cc(-c5ccco5)ccc4c3CCN1C(=O)[C@@H](CC(=O)NCc1cccc(C(F)(F)F)c1)C[C@@H]2C(=O)N1CCN(C(=O)c2ccco2)CC1	8.2µM*	2%[56.1 µM]	8.2µM*
3	Cc1cccc(OCC(=O)NCC2(N3CCN(C)CC3)CCCCC2)c1C	?	2%	?
4	Cc1ccc(C(NC(N)=O)c2ccccc2)cc1 (centres undefined)	-16%	8%	?
5	N#CCCn1c(=O)c(-c2ccc(F)cc2)nc2cnc(N3CCNCC3)nc21	?	nt	21µM*
6	CCc1ccc(OCC(=O)Nc2ccc(-c3nc4ccccc4o3)c(O)c2)cc1	?	1%	?
7	Cc1ccc(C(C(=O)NCC2CCCO2)N(C(=O)c2snc(C(N)=O)c2N)c2ccccc2F)o1 (centres undefined)	?	7%	?
8	O=c1[nH]c(=S)[nH]cc1Oc1ccc(Cl)cc1	-26%	nt	-15%
9	Cc1cccc(N(CC(=O)Nc2ccc(-c3nc4ccc(C)cc4s3)cc2)S(C)(=O)=O)c1	13µM*	4%	?
10	O=C(CCCc1c[nH]c2ccccc12)N1CCCCCC1	-9%	2%	-22%

The closing 4 entries of the part above are carried over, then new ones follow:
cpd	Molecule	DT40 TDP1 CPT	TDP1 inh	DT40 TDP1 no CPT
7	Cc1ccc(C(C(=O)NCC2CCCO2)N(C(=O)c2snc(C(N)=O)c2N)c2ccccc2F)o1 (centres undefined)	?	7%	?
8	O=c1[nH]c(=S)[nH]cc1Oc1ccc(Cl)cc1	-26%	nt	-15%
9	Cc1cccc(N(CC(=O)Nc2ccc(-c3nc4ccc(C)cc4s3)cc2)S(C)(=O)=O)c1	13µM*	4%	?
10	O=C(CCCc1c[nH]c2ccccc12)N1CCCCCC1	-9%	2%	-22%
11	CCOC(=O)c1ccccc1NC(=O)c1sc2nc(-c3ccc(F)cc3)cn2c1C	20%	4%	-1%
12	Cc1cc2nc3c(nc2cc1C)CCCC3	0%	nt	-28%
13	COc1cccc(-c2nc3c(C#N)c[nH]n3c2NC2CCCCC2)c1	?	6%	?
14	COc1ccc(NC(=O)c2cc(C3CCCCN3S(=O)(=O)c3c(C)noc3C)on2)c(C)c1 (centres undefined)	?	nt	?
15	Cc1ccc(S(=O)(=O)N2CCCCC2)cc1NC(=O)Cn1ncc(Cl)c(Cl)c1=O	4.6µM*	-7%	2.1µM*
16	COc1ccccc1NS(=O)(=O)c1cccc(C(=O)N2CCN(Cc3ccc4c(c3)OCO4)CC2)c1	?	nt	?
17	CN(c1ccc(OCC(=O)O)cc1)S(=O)(=O)c1ccc2ccccc2c1	-5%	nt	-9%
18	S=C(NCCc1ccccc1)NCc1ccccc1Cl	?	0%	?
19	C=CC[C@@H](CC(=O)N(CCO)Cc1ccccc1)C(=O)N[C@H](C)COC(=O)[C@@H](CC=C)Cc1ccc(F)cc1	?	0%	?
20	O=[N+]([O-])c1ccccc1-c1ccc(C(=S)N2CCCCC2)o1	-18%	8%	?
21	CSC[C@H]1CN(c2ccc(Br)cc2)C(=O)[C@@H]1CC(=O)Nc1ccc(Br)cc1	-7%	nt	?
22	COc1ccccc1OCCNC(=O)CNC(=O)c1ccc(C(C)(C)C)cc1	-11%	0%[56.1 µM]	-21%
23	Cc1ccccc1C(=O)NCCCCc1ccccc1	-25%	6%	-30%
24	CCNc1ncc2nc(C)c(=O)n(C)c2n1	-1%	nt	-1%
25	Cc1ccc(NC(=O)Cn2nnc(C(=O)NCc3cccs3)c2N)cc1Cl	6%&-5%	-4%&-2%	2%&-4%
26	Cc1ccc(N2C(=O)C(O)(C(F)(F)F)C3=C2CC(C)(C)CC3=O)cc1 (centres undefined)	3%	3%	?
27	CN1CCc2cc3c(c4c2C1CC41CCC(=NO)CC1)OCO3 (centres undefined)	3%	7%	0%
28	COc1ccc(CN2CN(c3ccc(Cl)cc3)C(=O)N(n3cnnc3)C2)cc1	?	5%	-21%
29	COc1ccc(NC(=O)N2CC3(CCN(C(=O)c4cc(C(F)(F)F)cc(C(F)(F)F)c4)CC3)C2)cc1	-3%	nt	-6%
30	CCCC1OC23CCCCC2C(C#N)(C#N)C1(C#N)C(=N)O3 (centres undefined)	5.8µM*	0%	5.8µM*
31	Cn1c(SCC(=O)Nc2ccc(N3CCOCC3)cc2)nnc1C(F)(F)F	-1%	1%	0%
32	CCN(CCn1cccn1)Cc1ccccc1OCC(O)CN1CCc2ccccc2C1 (centres undefined)	?	nt	?
33	Cc1ccc(NC(=O)Nc2cccnc2)cc1Cl	?	nt	-6%
34	CCOc1ccccc1C(=O)NC1(C(F)(F)F)C(=O)Nc2c1c(=O)[nH]c(=O)n2-c1ccc(F)cc1 (centres undefined)	6%	0%	-13%
35	Cc1nn(-c2cccc([N+](=O)[O-])c2)c(N)c1-c1ccccc1	7%	0%	?
36	Cc1cccc(Cn2nnc3c(=O)[nH]c(C4CCN(C(=O)c5ccc(F)cc5)CC4)nc32)c1	-2%	5%	-7%
37	O=C(CSc1n[nH]c(-c2ccncc2)n1)Nc1ccccc1	2%	9%	-8%
38	Cc1c(C(=O)N2CCCCC2)c(S(=O)(=O)NCc2ccc(N(C)C)cc2)c(C)n1C	-8%&1%	4%&7%	17%&-27%
39	CCCc1sc(N)nc1-c1ccc(C)cc1	-28%	5%	-23%
40	O=C(NC1CCCCC1)c1cccc(S(=O)(=O)N2CCCCC2)c1	3%	0%[0.0935 µM]	-29%
41	COc1ccc(S(=O)(=O)NCCCc2ccccc2)cc1	-19%	nt	-28%
42	Cc1ccc2nc(SCc3nnc(-c4cccs4)o3)[nH]c2c1	?	0%	12µM*
43	CCC(c1nnc(SCC(=O)Nc2cccc(S(N)(=O)=O)c2)n1-c1ccc(OC)cc1)N(C)C (centres undefined)	0%	6%	-23%
44	CCCCNC(=O)C1(N2C(=O)c3ccccc3C2=O)CCCC1	-8%	nt	-19%
45	C=CCn1c(SCC(=O)N(CCO)CCO)nc2sc3c(c2c1=O)CCC3	-2%	2%	12%
46	CCn1c2c(c(=O)n3ncc(C(=O)Nc4ccc(Cl)cc4C)c13)CN(Cc1ccc(OC)cc1)CC2	?	5%	?
47	CCN1/C(=C2\OC(=S)N(C)C2=O)Sc2ccccc21	-9%	-4%	-17%
48	CCOC(=O)c1[nH]c2cc3c(cc2c1NC(=O)CN1CCN(CCO)CC1)OCO3	1%	1%	-14%
49	O=c1n(Cc2ccccc2)c(O)c2n1Cc1ccccc1N=C2c1ccc(C(F)(F)F)cc1	?	nt	?
50	CSc1snc(SCC(N)=O)c1C#N	0%	0%	-4%
51	C=CCNC(=O)c1ccc(N(C)S(=O)(=O)c2ccc(OC)cc2)cc1	-19%	3%	-16%
52	CCN(CC)S(=O)(=O)c1ccc2c(c1)nc(SC(C)C(N)=O)n2-c1ccc(OC)cc1 (centres undefined)	?	10%	?
53	CC(=O)N1CCOCCOCCN(C(C)=O)CCOCCOCC1	0%	-3%	4%
54	Cc1cccc(CC(=O)N2CCN=C2SCc2ccc([N+](=O)[O-])cc2)c1	?	2%	16µM*
55	CCOC(=O)c1c(NC(=O)Cn2nnc3ccccc32)sc2c1CCC(C)C2 (centres undefined)	23µM*	1%	23µM*
56	Cc1c(C(=O)NCCSCc2ccccc2Cl)cccc1[N+](=O)[O-]	-27%	6%	-21%
57	Cc1ccc(/C=N/n2nnnc2N)cc1	-2%	nt	-2%
58	CC#CCOC(=O)C1=CCCN(C)C1	?	5%&4%	?
59	COC(=O)C1=C(Nc2ccc(OC)cc2)C=C(C)C(C(=O)OC)C1c1ccc(C)cc1 (centres undefined)	16µM*	4%	16µM*
60	CC(C)(C)NS(=O)(=O)c1ccc(NC(=S)NC(=O)C2CCC2)cc1	?	1%	?

Following part.
cpd	Molecule	DT40 TDP1 CPT	TDP1 inh	DT40 TDP1 no CPT
61	COc1cc(C(=O)Nc2c(C(=O)O)[nH]c3ccc(Br)cc23)cc(OC)c1OC	-4%	nt	-14%
62	COc1cccc2cccc(/C=N/n3cnnc3)c12	0%	2%	-22%
63	Cc1ccc2nc(SCC(=O)N3CCOCC3)[nH]c2c1	4%	-1%	-6%
64	Cc1cccc(Oc2cc(N)cc([N+](=O)[O-])c2)c1	?	2%	-27%
65	CCCn1ncc(C(=O)NC2CCCN(Cc3ccc(Cl)cc3)C2)c1C (centres undefined)	?	1%	-26%
66	Cc1ccc(NC(=O)C(=O)NCCN2CCN(S(C)(=O)=O)CC2)cc1C	-14%	-2%	-28%
67	COc1cc(C(=O)Nc2cc(Cl)ccc2-n2cncn2)ccc1OC(F)F	11%	-8%	0%
68	CC(C)(NO)/C(=N/O)c1ccc(Br)cc1	-23%	-9%	-24%
69	CCOc1ccc(Cl)cc1S(=O)(=O)N1CCC(C(=O)NCC2CCCO2)CC1 (centres undefined)	8%	5%	0%
70	COC(=O)c1ccc(CNCC(=O)Nc2ccc(C(=O)OC)cc2)cc1	?	-4%	10%
71	O=C(Nc1ccc2oc(-c3cccc4c(Br)cccc34)nc2c1)c1cccc(Cl)c1	-21%	0%[12.3 µM]	?
72	Cc1cccc(NC(=O)c2sc3nc(N4CCOCC4)c4c(c3c2N)CCCC4)c1	?	2%	?
73	CCCc1cc(=O)n2[nH]c(NCc3cccs3)nc2n1	-28%	5%	?
74	Cc1onc(-c2c(Cl)cccc2Cl)c1C(=O)N[C@@H]1C(=O)N2[C@@H]1SC(C)(C)[C@@H]2C(=O)O	2%&-4%&-24%	nt	-12%&7%&-19%
75	O=C1Nc2ccccc2C1(O)Cc1ccncc1 (centres undefined)	0%	0%	-8%
76	O=C(c1ccco1)N1CCN(Cc2ccc(F)cc2Cl)CC1	2%	nt	-22%
77	Cc1ccc(S(=O)(=O)CCC(=O)Nc2nnc(-c3cccs3)o2)cc1	?	nt	16µM*
78	COc1cc2c(C(=O)N(C)c3cc(Cl)ccc3OC)cn(CC(C)C)c(=O)c2cc1OC	9.2µM*	0%	8.2µM*
79	COC(=O)C1=C(C(=O)OC)[C@@H]2Nc3ccccc3[C@@]23C[C@@H](C(=O)OC)N(C(=O)c2cccs2)C3=N1	-32%	12%[12.3 µM]	-48%
80	O=C(CN(CCO)c1ccccc1)Nc1cccc(S(=O)(=O)N2CCCC2)c1	18µM*	8%	?
81	COc1cc(C)c2occ(/C(C)=N\O)c2c1	-3%	2%	-12%
82	COc1ccc(CN2C[C@H]3CON(C)[C@H]3C[C@H]2c2ccc(-c3cccc(F)c3)cc2)cc1	?	nt	16µM*
83	CC(C)C1Oc2ccccc2N(CC(=O)NC2CCCCC2)C1=O (centres undefined)	?	nt	?
84	Cc1nc(NC(=S)NC(=O)c2ccccc2)sc1C	5%	2%	?
85	COc1ccccc1/C=C/C(=O)Nc1cccc(C(C)=O)c1	?	4%	?
86	O=C(COC(=O)c1ccccc1F)NNC(=O)c1ccccc1	-12%	nt	-2%
87	CCCCc1ccc(S(=O)(=O)Nc2cc(C)on2)cc1	-14%	-4%	-3%
88	Cc1ccc(OCC(=O)N2C(C)CCCC2C)c([N+](=O)[O-])n1 (centres undefined)	6%	-6%	10%
89	C/C=C\C=C/C(=O)Nc1cccc(C2=NOC3(C2)C[C@@H](C(N)=O)N(C(=O)COc2ccc(Cl)cc2)C3)c1 (some centres undefined)	-25%	-2%	?
90	O=C(C1COc2ccccc2O1)N1CCN(c2nc3ccccc3s2)CC1 (centres undefined)	?	4%	?
91	CCOc1ccc(-c2c(=O)n(OCc3ccccc3Br)c3ccccc3[n+]2[O-])c(OCC)c1	?	0%	23µM*
92	COc1ccccc1C(=O)N/N=C/c1c[nH]c2ccccc12	-5%	nt	-19%
93	Cc1nn(CCC(=O)N2CCN(S(=O)(=O)c3ccccc3)CC2)c(C)c1C	1%	8%	-4%
94	O=C(NC1CCCC1)c1ccc2c(=O)n(Cc3ccccc3)c(SCc3cccc(F)c3)nc2c1	-27%	1%	?
95	COCCNC(=S)N(CCCO)Cc1cc2cc3c(cc2[nH]c1=O)OCCO3	-14%	nt	-10%
96	O=C(Nc1ccc2c(c1)OCCO2)C1CCC1	8%	5%	-3%
97	O=C(COC(=O)CCS(=O)(=O)c1ccccc1)NC(=O)c1ccc(OC(F)F)cc1	15%	-5%	2%
